MC4R barr agon: agonists of human melanocortin 4 receptor (MC4R) beta-arrestin | P32245 | U2OS MC4R beta-arrestin complementation, luminescence; percent of melanotan II response, DMSO zero | activation, % at 8.9 µM | actives 0.98% (n = 360,000);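 active = activation above a per-plate cutoff, the mean activation of sample wells on that plate plus 3 SD, cut at about 8% in these data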
N-glyco inh: N-linked glycosylation inhibition; reporter increase, % at 12.5 µM; AID 588692; D54 ERlucT glycosylation luciferase reporter, 24 h; percent of 100 nM tunicamycin response; actives 0.23% (n = 360,000);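 active = mean luciferase reporter signal, scaled so untreated is 0 and the glycosylation-blocking control 100, at or above a set limit in every replicate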;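 note: luciferase carries N-glycosylation sites so blocking glycosylation raises the light; 0% = median of neutral control wells and 100% = median of 100 nM tunicamycin wells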
NOD2 RIPK2 PPI: inhibitors of human NOD2-RIPK2 interaction | inhibition, % at 4.98 µM | actives 0.38% (n = 360,000) | O43353 | CHO BLA complementation NOD2-RIPK2, CCF4 ratio; in the data active = inhibition above about 21%;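 note: 0% = vehicle only and 100% = reference blocker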
Target sequence (O43353 whole entry, looked up): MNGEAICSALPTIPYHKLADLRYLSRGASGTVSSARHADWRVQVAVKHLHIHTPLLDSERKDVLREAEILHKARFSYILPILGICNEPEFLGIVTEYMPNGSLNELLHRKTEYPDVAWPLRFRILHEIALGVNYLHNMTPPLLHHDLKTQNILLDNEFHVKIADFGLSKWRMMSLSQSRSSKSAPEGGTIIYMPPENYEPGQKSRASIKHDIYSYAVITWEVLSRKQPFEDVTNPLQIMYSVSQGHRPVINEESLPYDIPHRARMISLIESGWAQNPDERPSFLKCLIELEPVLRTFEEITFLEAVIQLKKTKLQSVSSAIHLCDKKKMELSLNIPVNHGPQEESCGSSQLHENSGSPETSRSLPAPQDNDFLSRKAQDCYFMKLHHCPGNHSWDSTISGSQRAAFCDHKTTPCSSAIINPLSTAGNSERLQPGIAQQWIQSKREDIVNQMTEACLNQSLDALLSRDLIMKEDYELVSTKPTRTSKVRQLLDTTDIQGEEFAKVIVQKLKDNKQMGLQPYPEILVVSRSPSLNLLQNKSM
ABHD5-PLIN5 inh: ABHD5-PLIN5 protein interaction inhibition; Q00G26+Q8WTS1; Split G. princeps luciferase complementation, luminescence, 4 h; inhibition, % at 4 µM; actives 0.78% (n = 360,000);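 active = inhibition above the mean inhibition across every tested compound plus 3 SD, cut at about 22% in these data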;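 note: 0% = DMSO only wells and the 100% control is not disclosed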
ABCB6 inh MLPCN: inhibitors of human ABC transporter ABCB6. Q9NP58. AID 602162. actives 0.19% (n = 360,000). fluorescence ratio to DMSO, % at 10 µM. K562-ABCB6 porphyrin accumulation, flow cytometry, 1 h; stronger effect = lower value;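 active = fluorescence ratio to DMSO below 75%, the collection mean minus 3 SD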;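 note: signal is porphyrin accumulated inside mitochondria; 100% equals median channel fluorescence of DMSO control wells; lower ratio means ABCB6 inhibition with less porphyrin fluorescence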
SRC2 inh: inhibits human steroid receptor coactivator 2 | HEK293 GAL4-SRC2 luciferase reporter, luminescence | inhibition, % at 9 µM | actives 0.17% (n = 370,000) | AID 651957;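 active = inhibition above the mean inhibition of all tested compounds plus 3 SD, set per campaign, cut at about 52% in these data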;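 note: 0% = DMSO treated cells and 100% = cells given Gossypol at 36 µM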
HTR2A ag: activates the mouse 5-HT2A serotonin receptor. P35363. CHO-K1 mHTR2A beta-arrestin complementation, luminescence; percent of 30 µM serotonin response. activation, % at 7.6 µM. actives 0.66% (n = 360,000);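 active = activation above a run cutoff, the mean activation of all tested compounds plus 3 SD, cut at about 14% in these data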;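 note: 0% = plate median of compound wells and 100% = 30 µM serotonin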
Target sequence (P35363 whole entry, looked up): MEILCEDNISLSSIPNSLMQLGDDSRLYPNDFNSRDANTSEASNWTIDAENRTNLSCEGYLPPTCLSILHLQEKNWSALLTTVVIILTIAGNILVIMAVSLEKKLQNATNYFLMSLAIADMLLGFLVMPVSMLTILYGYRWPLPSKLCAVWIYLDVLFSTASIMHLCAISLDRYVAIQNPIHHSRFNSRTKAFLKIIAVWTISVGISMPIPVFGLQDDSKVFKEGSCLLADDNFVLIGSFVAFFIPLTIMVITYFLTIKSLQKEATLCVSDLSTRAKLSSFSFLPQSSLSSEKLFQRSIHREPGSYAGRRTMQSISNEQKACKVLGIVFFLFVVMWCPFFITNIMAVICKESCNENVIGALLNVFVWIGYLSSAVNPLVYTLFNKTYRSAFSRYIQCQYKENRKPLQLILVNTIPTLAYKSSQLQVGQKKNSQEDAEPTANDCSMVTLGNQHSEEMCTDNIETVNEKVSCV
H9c2 protect: myocardial damage modulation in H9c2 cells; actives 0.63% (n = 360,000); H9c2 cardiomyocytes, H2O2 injury protection, ATPLite, 2 h; protection from H2O2 cell death, % at 20 µM; AID 588492;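 active = compounds giving at least 50% protection of heart cells from peroxide-induced death in the single-dose screen, raw or plate-pattern-corrected value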;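 note: 0% = DMSO wells with peroxide and 100% = DMSO wells without peroxide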
TLR9-MyD88 block: inhibitors of human TLR9-MyD88 binding. CHO BLA complementation TLR9-MyD88, CCF4 FRET ratio. AID 504734. Q9NR96+Q99836. inhibition, % at 4.98 µM. actives 0.21% (n = 340,000);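 active = inhibition above the mean over all tested compounds plus 3 SD, cut at about 21% in these data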;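 note: 0% = DMSO only wells and 100% = clavulanate BLA inhibitor control wells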
MC4R antagonist: blocks human MC4R cAMP signaling; P32245; MC4R-expressing cells, MTII-stimulated cAMP, LANCE TR-FRET; inhibition, % at 6.5 µM; actives 0.48% (n = 360,000); AID 540295;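 active = inhibition above its plate's cutoff, the mean of tested wells on that plate plus 3 SD, cut at about 29% in these data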;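 note: 0% = Melanotan II alone and 100% = Melanotan II plus saturating MCL0020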
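Test system: U2OS cells stably expressing human melanocortin 4 receptor (MC4R); also added: Melanotan II challenge; compound: 6.5 µM single dose; timing: 30-min compound preincubation, 1-h Melanotan II challenge, 1-h detection, room temperature; signal: Eu-cAMP/anti-cAMP TR-FRET, emission 671 nm; repeats: one well per compound, no replicates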
Numbers without * were called inactive; . = not tested or not shown. Some of the compounds tested; the hit share may differ from the screen's.

SMILES	MC4R barr agon	N-glyco inh	NOD2 RIPK2 PPI	ABHD5-PLIN5 inh	ABCB6 inh MLPCN	SRC2 inh	HTR2A ag	H9c2 protect	TLR9-MyD88 block	MC4R antagonist
COc1ccc(-n2c(C)nc(=O)c(-c3ccccc3)c2C)cc1	-1.9	0	4	5	88	-3	3	-1	-8	1
N#Cc1c(NC(=O)c2ccc(Cn3cc(Br)cn3)o2)sc2c1CCCCC2	-1.1	-1	-3	-6	116	-3	-2	-8	1	9
O=C(NCc1ccco1)c1nc(-c2ccc(F)cc2)no1	-0.5	-1	-4	-3	98	3	0	-4	-2	7
COC(=O)/C(=C\Nc1ccccc1N)c1ncc(C(F)(F)F)cc1Cl	4.8	0	-10	-2	96	-64	4	-4	-8	9
COc1ccc(-c2oc3ccc(-c4cc(OC)c(OC)c(OC)c4)cc3c2C#Cc2ccsc2)cc1	-1.1	6	-3	-6	88	13	-3	6	0	-4
CN(CCOc1ccccc1)C(=O)c1ccc(N2CCCC2)c([N+](=O)[O-])c1	-1.0	-2	5	-3	98	-15	3	-8	0	-3
O=S(=O)(Nc1ccc(-c2nc3cccnc3s2)cc1)c1cc(F)ccc1F	-0.2	0	-14	0	104	11	0	1	-4	7
CSCCC(=O)Nc1ccc(C(C)=O)cc1	-1.3	0	-11	1	98	-32	3	-6	3	1
Cc1sc2ncn(CC(=O)OCC(=O)NC(C)(C)C)c(=O)c2c1C	4.0	-1	-4	3	98	16	-2	-4	12	1
COc1ccc(CNC(=O)c2ccc(-c3cnn(C)c3)c3ccoc23)cc1OC	-1.4	1	0	-1	100	-54	1	4	.	5
Cc1ccc(N2C(=O)CSC2c2ccccn2)cc1Cl (configuration not stated)	-1.1	2	-3	-3	103	-3	1	-1	4	3
COc1cccc(OC)c1OC(=O)c1cnccn1	-1.7	0	-3	2	105	-3	-1	-2	7	1
NC(=O)C1CCCN(C(=O)NC2CCCCC2)C1 (configuration not stated)	-0.4	2	-6	4	103	7	3	0	8	15
CCN(CC)S(=O)(=O)c1ccc(NC(=O)CO/N=C(\N)c2ccccc2)cc1	-4.5	-1	1	-1	97	-67	-1	-2	-2	3
COc1cc(O)ccc1/C=N/NC(=O)c1ccc([N+](=O)[O-])cc1	-1.3	1	-4	0	98	2	1	-4	-5	5
Cc1ccc(-c2cc(C(=O)N3CCN(c4ccc(F)cc4)CC3)c3ccccc3n2)o1	2.0	-2	7	8	102	-14	-3	-7	-9	4
COc1ccc(CNc2nc3c(c(=O)n(Cc4ccc(Br)cc4)c(=O)n3C)n2C)cc1	1.8	-8	-2	1	94	-12	-2	1	6	4
CCCNS(=O)(=O)c1ccc(CCC(=O)N2CCCC2)cc1	2.2	1	-3	-5	99	2	0	-3	6	-3
Cc1ccccc1Cn1cc(NC(=O)c2nn(C)cc2Cl)cn1	-0.7	2	3	-7	98	-19	1	3	6	2
Cc1ccc(CN2CCN(Cc3ccncc3)CC2CCO)o1 (configuration not stated)	-1.8	1	-14	4	93	18	1	4	-3	16
O=c1oc2ccccc2c(N2CCCCC2)c1[N+](=O)[O-]	-1.1	1	3	-2	104	-5	-1	6	-1	2
Cc1cc(Cl)ccc1OCC(=O)NNC(=O)C1CCN(c2ncnc3sc(C)c(C)c23)CC1	-0.4	0	10	0	92	0	10	-8	8	3
COc1ccc(-c2cc3c(=O)n(CC(=O)Nc4cccc(Cl)c4)nc(C)n3n2)cc1	-2.2	1	-11	2	93	6	-2	10	-1	3
Cc1sc2ncn(CC(=O)NCc3ccccc3)c(=O)c2c1C	-0.8	1	-8	3	96	11	2	17	1	0
Cc1cc(C)c2nc(Cl)c(Cl)nc2c1	-2.6	1	-2	0	103	-12	-2	3	-2	16
Cn1c(=O)c2c(ncn2Cc2ccc(Cl)cc2)n(C)c1=O	-1.6	-1	5	-1	92	22	1	1	-12	-14
COC(=O)c1ccc(NC(=O)c2ccc(OC(C)=O)c(OC)c2)cc1	-2.2	-1	2	0	100	-34	2	-1	-10	0
Cc1ccc(-c2nnn(CCOc3cccc(Br)c3)n2)cc1	-2.3	1	-5	3	98	9	4	-12	-1	1
OCC[C@H]1C[C@@H](O)[C@H](O)[C@]2(Cc3ccccc3O2)O1	-0.5	5	0	1	100	20	4	8	1	-2
COc1ccc(C/C(C)=N/NS(=O)(=O)c2ccc(Br)cc2)cc1	0.6	-1	2	-5	100	-27	-3	5	-7	-1
CCOC(=O)c1csc(NC(=O)c2cc(=O)c3ccccc3o2)n1	-1.9	-3	3	5	97	-25	5	2	9	0
COc1cccc(CN(C)C[C@@H]2OCc3cnnn3CCCC(=O)N([C@H](C)CO)C[C@H]2C)c1	-1.9	3	-15	-1	98	-2	3	7	-1	-2
COc1ccc(OC)c(C(=O)c2nc3c(n2O)CCCCC3)c1	-1.1	1	-6	1	97	1	5	4	-4	14
COc1ccc(-c2nnc(CSc3nc4ccccc4c(=O)n3CC(C)C)o2)cc1OC	-0.4	2	3	0	103	-6	2	13	-1	14
COc1ccc(C)cc1NC(=O)CN1C(=O)C2CC=CCC2C1=O (configuration not stated)	-0.1	0	8	3	97	-14	-9	1	-8	11
CC(=O)NC(CCS(C)(=O)=O)C(=O)Nc1c(F)cccc1F (configuration not stated)	0.8	2	-6	-2	101	-18	4	6	2	4
CS(=O)(=O)c1ccccc1-c1nc(-c2ccc(C(F)(F)F)cc2)no1	-1.6	1	2	3	96	-68	-1	-6	-6	-1
CCn1c(SCC(=O)Nc2nc3ccc(OC)cc3s2)nc2c1c(=O)n(C)c(=O)n2C	-0.4	0	6	-4	72*	-7	-1	-1	-1	-38
Cn1c(C(=O)OCC(=O)NCc2cccs2)cc2sccc21	10*	3	-2	14	103	-17	6	-5	6	-17
CN(CCc1ccccc1)C(C(=O)c1ccc2c(c1)OCO2)c1nnnn1-c1ccccc1NC(=O)OC(C)(C)C (configuration not stated)	.	.	-2	-6	.	7	1	.	.	.
COCC(C)N=C1NN=C(c2cccs2)C(CC(=O)O)S1 (configuration not stated)	1.0	-4	1	-22	97	-25	-2	1	-4	-2
CCn1nc(Cc2cccc3ccccc23)c(C#N)c1N	-1.7	0	-10	-10	105	-11	-6	0	7	2
Cc1c(CCC(=O)N2CCC(C(=O)O)(c3ccccc3)CC2)c(=O)oc2cc3oc4c(c3cc12)CCCC4	-1.1	2	-9	-4	102	58*	4	-7	-1	14
OCCN1CCN(c2ncnc3c2ncn3[C@H]2CN(Cc3ccc4c(c3)OCO4)C[C@@H](CO)O2)CC1	-1.6	0	-1	-1	95	17	6	23	.	1
COCCCN(C(=O)c1ccc(-c2ccc(C(C)=O)cc2)o1)c1c(N)n(CC(C)C)c(=O)[nH]c1=O	-0.5	1	-11	0	100	10	5	0	-2	6
O=S(=O)(NCc1cccnc1)c1ccc(Cl)c(Cl)c1Cl	-1.5	-3	-9	1	86	-5	1	-2	-3	10
O=C(N/N=C(\Cc1ncc[nH]1)c1ccccc1)c1ccncc1	-1.4	-4	-10	-4	98	-9	0	34	-7	1
Clc1ccccc1-c1cccc2nccn12	-3.2	-1	-9	3	93	23	8	-13	.	-8
Cc1cc(C)cc(NC(=S)NCc2ccncc2)c1	0.4	1	-16	-2	98	6	-6	14	-5	-4
COc1ccc(/C=C/C(=O)OCC(=O)c2c[nH]c3ccccc23)cc1	-1.7	0	-4	8	95	-4	4	9	-5	-6
COc1ccc([C@H]2CN(Cc3ccccc3)C(=O)[C@@H]2CC(=O)Nc2ccccc2)cc1	1.6	-2	0	-7	100	-22	1	6	0	5
Cc1nc(C(F)(F)F)ccc1C(=O)N1CCC1(C)C(=O)NS(=O)(=O)c1cccc(Cl)c1 (configuration not stated)	-1.6	2	0	0	98	6	2	12	.	-1
COc1ccc(-c2nc(CN3CCC(C(=O)N4CCc5ccccc54)CC3)c(C)o2)cc1OC	0.8	1	11	8	97	9	-5	21	-7	4
CC(C)n1cnnc1SCC(=O)Nc1ccc(N2CCCCC2)cc1	-1.6	6	-2	2	100	-19	10	-6	-7	-6
CC(=O)N1c2ccc(S(=O)(=O)N3CCC(C(=O)NCCc4ccc(Cl)cc4)CC3)cc2CC1C (configuration not stated)	-1.3	-2	0	5	97	26	2	-7	-1	3
C[C@H](O)[C@@H]1C(=O)N2CCc3c([nH]c4ccccc34)[C@@H]2C[C@@H]1N(C)C(=O)NC1CCCCC1	2.2	6	-7	-5	107	-42	10	-6	3	9
CCOC(=O)CSC1=C(C#N)C(c2ccccc2Cl)C(C(=O)OC)C(=O)N1 (configuration not stated)	-0.9	0	8	-8	101	10	-1	2	0	5
Cc1nn(C)cc1/C=C1\CCC/C(=C\c2cn(C)nc2C)C1=O	1.2	1	5	2	88	-15	4	4	-16	12
O=C(/C=C/c1cccc([N+](=O)[O-])c1)OCC1CCCO1 (configuration not stated)	-1.0	-1	-2	6	94	-11	4	0	11	6
CC(C)(C)c1ccc(OCCCCCCN2CCNCC2)cc1	2.4	-5	6	5	93	22	0	-6	-4	0

2 entries picked at random from those above, as already listed:
SMILES	MC4R barr agon	N-glyco inh	NOD2 RIPK2 PPI	ABHD5-PLIN5 inh	ABCB6 inh MLPCN	SRC2 inh	HTR2A ag	H9c2 protect	TLR9-MyD88 block	MC4R antagonist
COc1ccc(OC)c(C(=O)c2nc3c(n2O)CCCCC3)c1	-1.1	1	-6	1	97	1	5	4	-4	14
OCCN1CCN(c2ncnc3c2ncn3[C@H]2CN(Cc3ccc4c(c3)OCO4)C[C@@H](CO)O2)CC1	-1.6	0	-1	-1	95	17	6	23	.	1

(cont.)
SMILES	MC4R barr agon	N-glyco inh	NOD2 RIPK2 PPI	ABHD5-PLIN5 inh	ABCB6 inh MLPCN	SRC2 inh	HTR2A ag	H9c2 protect	TLR9-MyD88 block	MC4R antagonist
O=C(c1cc(-c2cccs2)nc2ccccc12)N1CCN(S(=O)(=O)c2ccccc2)CC1	-1.1	-7	1	-4	97	6	1	26	3	4
Cc1ccc(C)c(OCc2nnc(SCC(=O)NC(=O)NCc3ccco3)o2)c1	0.1	1	-5	-2	101	-8	1	-9	0	-4
O=C(C(Cc1ccc(Cl)cc1)NS(=O)(=O)c1ccccc1)N1CC[C@@]2(O)CCCC[C@H]2C1 (some centres not stated)	0.0	0	-10	-6	105	-25	10	4	-2	3
CC1CCCN(c2c([N+](=O)[O-])cc(C(=O)O)cc2[N+](=O)[O-])C1 (configuration not stated)	-4.0	0	-3	4	100	12	8	-1	1	1
CC(=O)N1CCOc2ccc(S(=O)(=O)NCC3CCC(C(=O)Nc4ncccc4C)CC3)cc21 (configuration not stated)	-0.9	1	3	2	96	-13	2	0	-9	7
CNC(=S)NC1CC2CCCC(C1)N2Cc1ccco1 (configuration not stated)	2.1	-1	-28	10	90	-14	-4	9	-6	-2
O=C(NNC(=O)c1cc(S(=O)(=O)N2CCOCC2)c(Cl)cc1Cl)c1ccccc1F	-2.5	2	7	-4	93	-30	-3	27	-2	6
CN(C)c1cccc(NC(=O)c2ccc(-c3ccc(F)c(F)c3)c3ccoc23)c1	0.9	0	0	-5	99	-1	-6	-1	.	21
CC1(C(=O)NC2CCCC2)CCC(=O)N1Cc1ccc2c(c1)OCO2 (configuration not stated)	-2.2	1	-4	9	98	-21	3	0	4	-4

Bioassay records (PubChem)
